NadD inh: inhibitors of S. aureus NadD, primary screen, biochemical, colorimetric, uHTS; Nicotinate-nucleotide adenylyltransferase NadD (Staphylococcus aureus N315); purified NadD enzyme, colorimetric absorbance read-out; inhibition, % at 20 µM; 0.78% of 360,000 active; AID 602399, 2012; in the data active means inhibition above about 26%; further: some compounds past the cut are filed as inactive
MT1-MMP act inh: blockers of MT1-MMP proenzyme processing, primary screen, HT1080 RFP-PRO-GFP cells, GFP/RFP fluorescence; GFP/RFP ratio fluorescence, overnight; percent of plate control window, DMSO zero; Matrix metalloproteinase-14 (Homo sapiens), P50281; AID 651647, 2012; GFP/RFP ratio change, % at 20 µM; 0.061% of 360,000 active;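 active means GFP/RFP ratio change of at least 30% with cell ATP level not reduced by more than half and red fluorescence within 50% of control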; further: strong numbers were not always called active
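Test system: HT1080 RFP-PRO-GFP cells; Benchmarks: DMSO and RFP-L50D-GFP cell wells; Timing: cells overnight before dosing, compound overnight, 37 °C, 5% CO2; Compound: one 20 µM compound dose with 1% DMSO; Read-out: GFP/RFP fluorescence ratio.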
SKN-1 inh: suppressors of acrylamide-induced Pgst-4::GFP reporter in worms, primary screen, SKN-1 inhibitor project, whole organism, uHTS, GFP/RFP fluorescence ratio, strain VP596; C. elegans VP596 Pgst-4::GFP/RFP ratio, 24 h; AID 624304, 2012; inhibition, % at 21.8 µM; 0.49% of 360,000 active;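 active means interference check ratio from 0.5 to 1.5 plus GFP to RFP signal ratio inhibition reaching or exceeding a fixed threshold, cut at about 30% in these data, passing the limit was not always enough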; further: some compounds called inactive have numbers as strong as hits
Neddyl block: inhibitors of cullin neddylation, primary screen, biochemical, TR-FRET, uHTS, NAE and Ubc12; NEDD8-conjugating enzyme Ubc12 (Homo sapiens) + NEDD8-activating enzyme E1 regulatory …; calls only at 25 µM; 0.58% of 360,000 active; in the data active means inhibition above about 36%
Target sequence (P61081 whole entry, looked up): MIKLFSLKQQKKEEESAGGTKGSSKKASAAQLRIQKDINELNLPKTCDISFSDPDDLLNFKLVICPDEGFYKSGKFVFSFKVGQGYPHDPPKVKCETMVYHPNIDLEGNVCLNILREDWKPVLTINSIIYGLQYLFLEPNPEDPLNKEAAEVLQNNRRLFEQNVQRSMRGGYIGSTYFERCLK
Target sequence (Q13564 whole entry, looked up): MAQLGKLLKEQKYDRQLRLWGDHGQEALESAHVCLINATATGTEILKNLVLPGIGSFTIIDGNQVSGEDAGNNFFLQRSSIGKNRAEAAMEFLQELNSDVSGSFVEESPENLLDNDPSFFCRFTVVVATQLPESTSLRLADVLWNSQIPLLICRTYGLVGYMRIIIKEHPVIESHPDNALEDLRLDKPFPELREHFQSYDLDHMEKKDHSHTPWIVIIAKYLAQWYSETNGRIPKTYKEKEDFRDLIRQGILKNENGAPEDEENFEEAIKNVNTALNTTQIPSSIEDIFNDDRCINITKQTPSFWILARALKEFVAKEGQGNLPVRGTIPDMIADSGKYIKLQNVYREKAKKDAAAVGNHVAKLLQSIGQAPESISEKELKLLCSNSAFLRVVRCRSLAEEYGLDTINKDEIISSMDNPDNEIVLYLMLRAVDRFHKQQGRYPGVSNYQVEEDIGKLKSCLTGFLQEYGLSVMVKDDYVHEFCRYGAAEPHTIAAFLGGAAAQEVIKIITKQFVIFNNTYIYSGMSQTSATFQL
Rin1 Abl inh: inhibitors of Rin1-Abl protein binding, primary screen, biochemical, TR-FRET. Tyrosine-protein kinase ABL1 (Homo sapiens) + Ras and Rab interactor 1 (Homo sapiens), …. inhibition, % at 7.35 µM. 0.4% of 360,000 active. AID 588664, 2011; in the data active means inhibition above about 5%, passing the limit was not always enough
Rpn11 block: Rpn11 (PSMD14) deubiquitinase inhibitors, primary screen, biochemical, fluorescence polarization, uHTS | 26S proteasome non-ATPase regulatory subunit 14 (Homo sapiens), O00487 | human 26S proteasome, Ub4-pepOG fluorescence polarization; 20S core pre-blocked with epoxomicin | calls only at 20 µM | 0.59% of 360,000 active;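 active means inhibition at 20 µM, scaled to each plate's controls, above about 33%, limit read from the data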
Target sequence (O00487 whole entry, looked up): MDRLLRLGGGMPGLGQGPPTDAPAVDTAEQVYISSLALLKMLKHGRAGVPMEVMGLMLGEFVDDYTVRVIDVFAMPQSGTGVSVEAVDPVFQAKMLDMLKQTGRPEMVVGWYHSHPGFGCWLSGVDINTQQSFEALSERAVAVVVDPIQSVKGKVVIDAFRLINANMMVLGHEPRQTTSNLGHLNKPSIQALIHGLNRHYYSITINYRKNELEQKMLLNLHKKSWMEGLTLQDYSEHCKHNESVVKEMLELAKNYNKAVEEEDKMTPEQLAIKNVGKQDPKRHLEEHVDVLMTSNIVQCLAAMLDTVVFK
CSN inh: inhibitors of CSN-mediated cullin deneddylation, primary screen, biochemical, fluorescence polarization, uHTS. 0.38% of 360,000 active. inhibition, % at 12.5 µM. Purified CSN, SCF-Nedd8-OG deneddylation. AID 651999, 2013. COP9 signalosome complex subunit 5 (Homo sapiens), Q92905;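 active means pattern-corrected inhibition above about 35%, with an unprinted fluorescence ratio check between 0.5 and 1.5, limit read from the data, passing the limit was not always enough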;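 further: 0% = enzyme with substrate and 100% = substrate without enzyme; some results filed as inactive read as strong as hits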
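Material: human Csn5 produced in HEK293T cells; Input: enzyme 0.24 nM; Reagent: SCFSkp2-Nedd8OG substrate at 10 nM final; Dosing: 12.5 µM compound; Incubation: 90 min reaction at room temperature; Detection: fluorescence polarization of the substrate; Evaluation: % inhibition of substrate cleavage by Csn5; Control set: substrate-only high control, full reaction low control.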
MLLE-PAM2 inh: inhibitors of PABP1 MLLE–PAM2 peptide binding, primary screen, biochemical, fluorescence polarization, FITC-PAM2, GST-MLLE; Polyadenylate-binding protein 1 (Homo sapiens), P11940; inhibition, % at 20 µM; 0.36% of 360,000 active; in the data active means inhibition above about 35%, passing the limit was not always enough;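 further: plate controls were DMSO wells with GST-MLLE for no effect and wells lacking GST-MLLE protein for full effect; some results filed as inactive read as strong as hits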
FAS TE block: FAS thioesterase domain inhibitors, primary screen, biochemical, fluorescence intensity, uHTS; recombinant FAS-TE, OMFH fluorogenic substrate, fluorescence endpoint; inhibition, % at 15 µM; 0.67% of 360,000 active;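 active means compounds whose normalised, plate-corrected inhibition of enzyme fluorescence in the single-dose primary screen is 50% or more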;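 further: 0% = DMSO with enzyme and 100% = substrate without enzyme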
* hit, by the source's call; i = inactive; . = not tested or not shown.

Sample of the layout:
molecule,NadD inh,MT1-MMP act inh,SKN-1 inh,Neddyl block,Rin1 Abl inh,Rpn11 block,CSN inh,MLLE-PAM2 inh,FAS TE block
Cc1cccc(NC(=O)c2ccccc2NC(=O)c2ccccc2)n1,-6,1,-1,i,2,i,-1,0,7
Cc1ccc(NC(=O)CN(C)CC(=O)Nc2c(C)cccc2C)c(Br)c1,1,-2,10,i,1,i,0,-7,-5
CCOc1ccc(C(C)NC(=O)Nc2ccccc2C(=O)OC)cc1 (stereo not given),-5,-4,5,i,2,i,2,-7,12
Cc1ccc(C(=O)N2CCC3(CC2)Oc2ccc(Cl)cc2C(=O)C32CC(c3ccccc3)=NO2)s1 (stereo not given),4,-6,-9,i,6,i,0,-33,27
COc1ccc(CCC(C)NCc2cccc(Br)c2)cc1 (stereo not given),-7,0,7,i,1,i,-4,6,0
CC(=O)Nc1ccc(NC(=O)C(C)Sc2nnc(-c3ccc4c(c3)OCO4)o2)cc1 (stereo not given),-2,2,-6,i,2,i,-4,0,-5

This part in full (from the top)
molecule,NadD inh,MT1-MMP act inh,SKN-1 inh,Neddyl block,Rin1 Abl inh,Rpn11 block,CSN inh,MLLE-PAM2 inh,FAS TE block
Cc1cccc(NC(=O)c2ccccc2NC(=O)c2ccccc2)n1,-6,1,-1,i,2,i,-1,0,7
Cc1ccc(NC(=O)CN(C)CC(=O)Nc2c(C)cccc2C)c(Br)c1,1,-2,10,i,1,i,0,-7,-5
CCOc1ccc(C(C)NC(=O)Nc2ccccc2C(=O)OC)cc1 (stereo not given),-5,-4,5,i,2,i,2,-7,12
Cc1ccc(C(=O)N2CCC3(CC2)Oc2ccc(Cl)cc2C(=O)C32CC(c3ccccc3)=NO2)s1 (stereo not given),4,-6,-9,i,6,i,0,-33,27
COc1ccc(CCC(C)NCc2cccc(Br)c2)cc1 (stereo not given),-7,0,7,i,1,i,-4,6,0
CC(=O)Nc1ccc(NC(=O)C(C)Sc2nnc(-c3ccc4c(c3)OCO4)o2)cc1 (stereo not given),-2,2,-6,i,2,i,-4,0,-5
Cc1csc(SCC(=O)Nc2sccc2C#N)n1,2,-4,0,i,0,i,2,8,-5
CC(C)CC(c1nnnn1Cc1ccccc1)N1CCN(C(=O)c2ccco2)CC1 (stereo not given),-3,-4,17,i,1,i,-1,5,0
Cc1ccc(-c2nn(CC(=O)NCCN3CCOCC3)c(=O)c3ccccc23)cc1,-5,1,-17,i,1,i,0,-4,-3
CCOc1ccc(CCNC(=O)CCCn2c(=O)c3cccn3c3cccnc32)cc1OCC,3,1,-15,i,2,i,3,-2,0
CCCCN(Cc1ccccc1)C(=O)C1CCN(S(=O)(=O)c2c(C)noc2C)CC1,-3,-4,-5,i,2,i,-4,5,1
O=C(COc1ccc(Cl)cc1Br)N1CCN(c2ncccn2)CC1,-6,5,4,i,-5,i,-3,-10,11
COc1ccc(-n2c(SCC(=O)Nc3ccc4c(c3)OCO4)nnc2C(C)N2CCCCC2)cc1 (stereo not given),-4,-6,7,i,3,i,5,-6,-7
Cc1ccccc1-n1c(SC(C)C(N)=O)nnc1-c1cccnc1 (stereo not given),1,-2,-1,i,9,i,-1,-8,-5
CCC(C)NC(=O)c1ccc(Cl)c(S(=O)(=O)Nc2ccccc2N2CCOCC2)c1 (stereo not given),-3,0,-5,i,3,i,2,4,9
COc1ccc(C(=O)NCCS(=O)(=O)N2CCN(Cc3ccccc3)CC2)cc1,-1,2,-24,i,-2,i,0,-2,-4
COc1cc(OC)cc(C(=O)NNC(=O)CN2C(=O)NC(C)(c3ccc(C)cc3)C2=O)c1 (stereo not given),0,7,7,i,-2,i,0,5,-5
CC(NC(=O)CSc1nc(=O)cc(N)n1CCc1ccccc1)c1ccccc1 (stereo not given),7,.,4,i,2,i,-1,13,-2
Nn1c(SCC(=O)Nc2nc3ccccc3s2)nncc1=O,-4,1,3,i,1,i,3,-8,-13
COc1cccc(-c2c(C(=O)N/N=C(\C)c3ccncc3)nnn2-c2nonc2N)c1,-2,-5,4,i,1,i,-2,1,-2
CC(=O)Nc1ccc(C(=O)Nc2nc(-c3cccnc3)cs2)cc1,5,-2,-8,i,-2,i,-3,21,0
CCCOc1cccc(C2/C(=C(/O)c3ccc4c(c3)CC(C)O4)C(=O)C(=O)N2CCN2CCOCC2)c1 (stereo not given),17,2,-1,i,-1,i,3,6,-2
CCOC(=O)CCNC(=O)CNC(=O)OCc1ccccc1,1,4,-29,i,3,i,0,2,-9
CCCCNC(=O)CSc1nnc(Cc2ccc(Cl)c(Cl)c2)c(=O)[nH]1,1,-2,-1,i,0,i,4,-33,7
Cc1ccc(S(=O)(=O)CCCS(=O)(=O)c2ccc(C)cc2)cc1,6,4,-1,i,-1,i,1,-9,10
O=C(NCCS(=O)(=O)c1ccc(Br)cc1)c1ccccc1,-5,-1,-4,i,6,i,5,11,-4
CN(C)S(=O)(=O)c1cccc(NC(=O)COC(=O)CCC(=O)c2cccs2)c1,-8,0,6,i,2,i,-5,-3,12
COc1cc([N+](=O)[O-])ccc1NC(=O)C[n+]1cccc(C(C)=O)c1,-7,-4,12,i,-3,i,-16,5,2
Cc1onc(-c2ccccc2Cl)c1C(=O)Nc1ccc(-n2nncc2C(C)(C)C)cc1,8,-9,-3,i,1,i,1,-8,-17
O=[N+]([O-])c1nn(-c2ccc3c(c2)OCCO3)n(O)c1=NCc1ccccc1Cl,-1,-2,14,i,-3,i,5,6,17
CN(Cc1c(C(=O)N/N=C/c2ccc(F)cc2)nnn1-c1nonc1N)C1CCCCC1,-2,-3,-9,i,-2,i,5,4,-10
CCc1cc2cc(C)cc(C)c2[nH]c1=S,9,-6,6,i,-1,i,-9,3,15
CN(c1ccccc1)S(=O)(=O)c1cccc(C(=O)Nc2ncn[nH]2)c1,5,0,-7,i,0,i,4,-5,-10
O=C(Cn1cnc2c(nnn2Cc2ccc(Cl)cc2)c1=O)NC1CCCC1,8,4,6,i,1,i,-1,-11,-2
CCc1noc(C)c1C(=O)N1CCN(c2cccc(Cl)c2)CC1,-3,2,5,i,-1,i,3,1,-5
C[C@H](NC(=O)[C@H](Cc1ccccc1)NC(=O)c1cc2cc(Cl)ccc2n1C)C(=O)O,3,-12,-2,i,-5,i,8,-20,15
O=C(NCc1ccccc1)c1[nH]c(C(F)(F)F)nc1-c1ccccc1,-10,-4,1,i,4,i,-2,-2,-11
CC(=O)Nc1ccc(NC(=O)c2c(C)nn(-c3ccccc3)c2Cl)cc1C,5,4,-2,i,3,i,2,-11,-4
COc1ccc(OC)c(NC(=O)c2cccc(NC(=O)c3ccccc3C(=O)O)c2)c1,-5,6,8,i,5,i,3,7,-4
COc1ccc([C@H]2CN(c3ccc(OC)cc3)C(=O)[C@@H]2CC(=O)Nc2ccc(Br)cc2)cc1,3,-5,-4,i,-3,i,4,17,22
COc1cc([N+](=O)[O-])ccc1NC(=S)NNC(=O)CCC(=O)Nc1ccccc1Cl,1,5,5,i,1,i,-2,15,12
CSc1ncnc2c1ncn2CCCN(C)CCc1ccccn1,0,7,-8,i,-3,i,-2,-2,-8
COC(=O)c1ccc(CN2C(=O)NC3(CCC(C)CC3)C2=O)cc1 (stereo not given),10,4,2,i,-4,i,-1,11,3
CCC(=O)c1cc2c(cc1NC(=O)C(C)C)OCCO2,-5,3,5,i,0,i,-2,-17,-6
N#C/C(=C1/C(=O)Nc2ccc(Br)cc21)c1ccccn1,2,2,-5,i,4,i,-2,1,-9
COc1ccccc1CNS(=O)(=O)c1ccc(-n2cccn2)cc1,1,10,2,i,1,i,1,6,2
Cc1cc(SCc2c(F)cccc2Cl)nc(=O)[nH]1,-2,0,17,i,-2,i,2,-2,-8
CCC(C)NC(=O)CSC1=Nc2ccccc2C2=NC(CC(=O)NCc3ccc(F)cc3)C(=O)N12 (stereo not given),-1,-2,-21,i,6,i,-2,9,-10
Cc1ccc(S(=O)(=O)NCc2ccccn2)c(C)c1,-2,0,7,i,-1,i,-3,-4,-5
NC(=O)c1ccccc1NC(=O)CSc1nc2c(c(=O)[nH]1)CCCC2,-2,4,2,i,0,i,7,7,-5
CCCOc1ccc(C(=O)NC(=S)N2CCN(c3ncc4c(=O)c(C(=O)O)cn(CC)c4n3)CC2)cc1,9,-6,6,i,-4,i,-1,-63,-15
CCOC(=O)c1ccc(N=C2SC(C(=O)NCCc3ccccc3)CC(=O)N2C)cc1 (stereo not given),-3,-3,0,i,-1,i,1,9,8
CCOc1ccc(CCN2C(=S)N([C@@H](Cc3ccccc3)CN3CCC[C@@H]3CN3C(=S)NC[C@@H]3Cc3ccc(O)cc3)C[C@@H]2CC(C)C)cc1,31*,-1,12,i,2,i,-1,12,-114
CC(C(=O)NCc1ccco1)c1ccc([N+](=O)[O-])cc1 (stereo not given),1,3,1,i,0,i,-3,-2,2
Cc1ccc(C)c(Oc2nnnn2-c2ccccc2)c1,-4,5,-5,i,-4,i,5,3,8
CC(C)NC(=O)NC(=O)COC(=O)Cc1ccsc1,1,-1,-2,i,2,i,-7,-3,-10

(listing goes on)
molecule,NadD inh,MT1-MMP act inh,SKN-1 inh,Neddyl block,Rin1 Abl inh,Rpn11 block,CSN inh,MLLE-PAM2 inh,FAS TE block
CCCCCNC(=O)c1cc(S(=O)(=O)N2CCCCC2)ccc1F,-11,1,7,i,4,i,-1,-9,-7
CCOc1ccc(NC(=O)CN(C)C(=O)C2CC(=O)N(c3ccc4c(c3)OCCO4)C2)cc1OCC (stereo not given),9,4,22,i,1,i,3,-5,6
CN(C)CCNc1ncnc2c1ncn2[C@H]1CN(Cc2ccc(F)cc2)C[C@@H](CO)O1,0,0,8,i,-2,i,1,-6,0
Cc1ccccc1OCC(=O)Nc1cccc(S(=O)(=O)NC2=NCCCCC2)c1,0,-1,-6,i,-3,i,-1,10,-3
CC(Sc1cnc2ccccc2n1)C(=O)O (stereo not given),-3,3,6,i,-23,i,5,18,-7
NC(=O)CSc1oc(-c2ccco2)nc1S(=O)(=O)c1ccc(F)cc1,-10,0,21,i,1,i,11,-168,-4
O=C(NCc1ccncc1)c1ccc(Br)cc1,2,3,11,i,-3,i,-4,7,-13
COc1ccc(C2CC(c3ccccc3)=NN2C(=O)CN2N=NC3C(=O)N(c4cccc(F)c4)C(=O)C32)cc1 (stereo not given),40*,4,9,i,-3,i,5,-1,39
